SKN-1 inh = suppressors of acrylamide-induced Pgst-4::GFP reporter in worms, primary screen, SKN-1 inhibitor project, whole organism, uHTS, GFP/RFP fluorescence ratio, strain VP596; C. elegans VP596 Pgst-4::GFP/RFP ratio, 24 h; inhibition, % at 21.8 µM; 360,000 tested, 0.49% active; AID 624304, 2012;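 active = interference check ratio from 0.5 to 1.5 plus GFP to RFP signal ratio inhibition reaching or exceeding a fixed threshold, cut at about 30% in these data, passing the limit was not always enough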; note: some compounds called inactive have numbers as strong as hits
PABP1 MLLE inh = inhibitors of PABP1 MLLE–PAM2 peptide binding, primary screen, biochemical, fluorescence polarization, FITC-PAM2, GST-MLLE. Polyadenylate-binding protein 1 (Homo sapiens), P11940. inhibition, % at 20 µM. 360,000 tested, 0.36% active; in the data active = inhibition above about 35%, passing the limit was not always enough;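 note: plate controls were DMSO wells with GST-MLLE for no effect and wells lacking GST-MLLE protein for full effect; some results filed as inactive read as strong as hits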
Rin1 Abl inh = inhibitors of Rin1-Abl protein binding, primary screen, biochemical, TR-FRET; Tyrosine-protein kinase ABL1 (Homo sapiens) + Ras and Rab interactor 1 (Homo sapiens), …; 360,000 tested, 0.4% active; inhibition, % at 7.35 µM; in the data active = inhibition above about 5%, passing the limit was not always enough
eLon inh = inhibitors of E. coli Lon protease, primary screen, biochemical, fluorescence polarization. P0A9M0. purified E. coli Lon protease. inhibition, % at 7.94 µM. 360,000 tested, 0.42% active. AID 602123, 2011; in the data active = inhibition above about 13%, passing the limit was not always enough;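 note: 0% = enzyme with probe and DMSO and 100% = no enzyme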
Neddylation inh = inhibitors of cullin neddylation, primary screen, biochemical, TR-FRET, uHTS, NAE and Ubc12 | NEDD8-conjugating enzyme Ubc12 (Homo sapiens) + NEDD8-activating enzyme E1 regulatory … | calls only at 25 µM | 360,000 tested, 0.58% active | AID 651699, 2012; in the data active = inhibition above about 36%
bovine MsrA act = bovine MsrA enzyme activators, primary screen, biochemical, absorbance, HTS; activation, % at 10.6 µM; AID 602163, 2012; 360,000 tested, 0.3% active; purified bovine MsrA, absorbance read-out; Methionine sulfoxide reductase A (Bos taurus); in the data active = activation above about 7.5%;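 note: 0% = vehicle and 100% = reference activator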
MT1-MMP act inh = blockers of MT1-MMP proenzyme processing, primary screen, HT1080 RFP-PRO-GFP cells, GFP/RFP fluorescence. GFP/RFP ratio change, % at 20 µM. AID 651647, 2012. GFP/RFP ratio fluorescence, overnight; percent of plate control window, DMSO zero. 360,000 tested, 0.061% active. Matrix metalloproteinase-14 (Homo sapiens), P50281;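 active = GFP/RFP ratio change of at least 30% with cell ATP level not reduced by more than half and red fluorescence within 50% of control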; note: strong numbers were not always called active
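Read-out: GFP/RFP fluorescence ratio; Test system: RFP-PRO-GFP reporter HT1080 cells; Compound dosing: single-point 20 µM compound, 1% DMSO; Times: overnight compound exposure at 37 °C.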
NRP1-CendR mod = modulators of CendR peptide binding to NRP-1, primary screen, biochemical, fluorescence polarization, uHTS; Neuropilin-1 (Homo sapiens), O14786; FAM-RPARPAR peptide binding to NRP-1; inhibition, % at 25 µM; 360,000 tested, 0.85% active;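 active = inhibition or corrected inhibition above about 18%, plus a signal ratio from 0.5 to 1.5, limit read from the data, passing the limit was not always enough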; note: strong numbers were not always called active
FAS TE block = FAS thioesterase domain inhibitors, primary screen, biochemical, fluorescence intensity, uHTS. AID 602261, 2012. 360,000 tested, 0.67% active. Fatty acid synthase (Homo sapiens), P49327. recombinant FAS-TE, OMFH fluorogenic substrate, fluorescence endpoint. inhibition, % at 15 µM;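 active = compounds whose normalised, plate-corrected inhibition of enzyme fluorescence in the single-dose primary screen is 50% or more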;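 note: 0% = DMSO with enzyme and 100% = substrate without enzyme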
* hit, by the source's call; i = inactive; / = no result given.

SMILES	SKN-1 inh	PABP1 MLLE inh	Rin1 Abl inh	eLon inh	Neddylation inh	bovine MsrA act	MT1-MMP act inh	NRP1-CendR mod	FAS TE block
CCc1cc(=O)oc2c(C)c(OCC(=O)NCCCn3ccnc3)ccc12	-12	-5	-1	7	i	-3	2	6	-6
CCC1(C)NC(=O)N(CC(=O)N2CCN(c3cccc(Cl)c3)CC2)C1=O (configuration not stated)	-5	-28	1	-3	i	-2	1	6	-4
CCOc1ccc(CNC(=O)CCc2cn(C)c3ccccc23)cc1	9	-2	-2	-4	i	-2	4	8	2
O=C(c1cc2ccccc2o1)N1CCCC1	-1	7	-1	3	i	-11	0	-8	-10
CCOc1ccccc1CNC(=O)Cn1ccc2cc(S(=O)(=O)N3CCCC3)ccc21	23	-1	-1	-6	i	-1	0	-4	2
CC(=O)N1C[C@@H](CO)[C@@H](N(C)C(=O)c2ccco2)C[C@H]1c1ccccc1	12	20	4	-8	i	1	2	11	-9
CN(C)C(CNC(C(=O)Nc1ccc(F)cc1)c1ccccc1)c1ccccc1 (configuration not stated)	-5	27	-1	-3	i	-1	0	9	-2
Cc1cc(C)nc(N/C(=N\S(=O)(=O)Cc2ccccc2)Nc2ccccc2Br)n1	11	-6	0	7	i	-4	-6	0	28
CC1(C)O[C@@H]2[C@H](O1)[C@@H](COS(=O)(=O)O)O[C@H]2n1c(=S)[nH]c2c(=O)[nH]c(N)nc21	17	-13	0	-3	i	-1	-1	9	-9
Nc1ccc(C(=O)N/N=C/c2cn(Cc3ccc(F)cc3)c3ccccc23)cc1	8	5	3	2	i	-9	4	10	2
CC(=O)Nc1ccc(S(=O)(=O)n2cnc3ccccc32)cc1	9	-5	-2	18	i	-2	5	0	-6
COc1ccc(C(C)=O)cc1CSCc1cc(C(C)=O)ccc1OC	11	7	0	-7	i	-2	4	-7	6
CC(NC(=O)C1CCN(S(=O)(=O)c2cccc3nonc23)CC1)c1ccccc1 (configuration not stated)	-12	-1	-2	2	i	-14	3	-1	-1
Cc1cccc(NC(=O)CSc2nc(COc3ccccc3)nc3ccccc23)c1C	3	28	0	-11	i	-4	-1	-22	1
COc1ccc(OC)c(C=C2CCc3ccccc3C2=O)c1	16	-8	-2	0	i	-2	5	-2	16
O=c1c(=O)n(O)c2ccccc2n1O	7	7	0	-15	i	-3	6	-4	-9
O=c1[nH]c(SCc2ccc(F)cc2)nc2c1cnn2-c1ccc(F)cc1	26	-8	0	-1	i	0	5	-11	0
O=C(NCc1ccc(F)cc1)C1CCN(S(=O)(=O)N2CCCC2)CC1	-4	7	-2	3	i	-2	-2	2	-3
S=c1[nH]nc(C2CCCCC2)n1/N=C/c1ccccc1Cl	-1	-54	3	3	i	-2	-1	-6	16
CCCC(=O)C1=C(SCC)CC(C)(C)C(C(=O)OC)C1=O (configuration not stated)	-6	-6	0	0	i	-13	-2	-14	-12
CCC(=O)N1CCC2(CC1)Oc1ccc(Cl)cc1C(=O)C21CC(c2cccnc2)=NO1 (configuration not stated)	-3	-14	1	-4	i	-2	5	4	-4
CCOC(=O)c1cc(-c2cccs2)nc2c1c(C)nn2-c1ccccn1	12	4	-5	0	/	-5	-1	-10	26
C=CCn1c(SCC(=O)Nc2cc(C)on2)nc2sc(C)c(C)c2c1=O	32	8	-2	6	i	-1	-3	-9	-7
COc1ccc(S(=O)(=O)N2CCOC2CNC(=O)C(=O)NCCCN2CCOCC2)cc1C (configuration not stated)	-2	11	1	-8	i	-3	-4	0	-9
C#CCSc1nnnn1-c1cccc(Cl)c1	-8	5	-2	2	i	-3	0	-3	-6
CCCc1cc(=O)[nH]c(SCC(=O)N2CCN(S(=O)(=O)c3ccc(C)cc3)C2)n1	14	-4	0	2	i	-7	1	5	-9
CCOC(=O)C1(Cc2ccc(OC)cc2)CCN(C(=O)c2cc(C)on2)CC1	7	-3	-4	-2	i	-2	3	11	1
CC1CN(C(=O)c2cccs2)CC(C)O1 (configuration not stated)	0	4	2	-4	i	-1	0	8	-5
Nc1c(C(=O)N2CCCCCC2)oc2ccccc12	-5	-7	-4	-4	i	-6	4	7	-5
Cc1ccc(NS(=O)(=O)c2cccc(C(=O)Nc3cc(C)on3)c2)cc1	12	4	-2	-2	i	-3	1	-2	3
COc1cccc(C(=O)c2c(C)c(CCC#N)n3ccccc23)c1OC	4	-5	-1	-6	i	-3	3	1	-1
COc1ccc(S(=O)(=O)Nc2ccc3oc(C)c(C(=O)O)c3c2)cc1	-11	0	0	-3	i	-1	-4	-13	6
Cc1c(C(=O)NCCc2ccc3c(c2)OCCO3)oc2ccccc12	1	-4	-5	-1	i	-1	3	0	16
CCCC(=O)Nc1ccc(S(=O)(=O)Nc2cc(OC)ncn2)cc1	8	17	-1	9	i	-2	-5	7	-4
CCS(=O)(=O)Nc1ccc(C2=NN(C(C)=O)C(c3cccs3)C2)cc1 (configuration not stated)	4	5	1	-5	/	-5	-5	11	-4
C#CCOCCOCCOCCNc1nc(N2CCN(C(=O)[C@H](C(C)C)n3cc(CCO)nn3)CC2)nc(N2CCN(C(=O)[C@H]([C@@H](C)CC)n3cc(CCCN=C(N)N)nn3)CC2)n1	12	3	2	4	i	-2	0	-2	-6
CCCCOC(C)n1cc(F)c(=O)[nH]c1=O (configuration not stated)	3	12	-1	-3	i	-1	0	-5	-10
Cc1ccc(C(=O)COC(=O)c2cccc([N+](=O)[O-])c2)s1	1	-8	5	-4	i	-2	2	-70	42
CCOC(=O)C1CCCN(C(=O)COc2ccc(C(C)(C)C)cc2)CC1 (configuration not stated)	3	1	-2	2	i	-1	2	14	1
COc1ccc(NC(=O)CCN2C(=O)C3CC=CCC3C2=O)cc1S(=O)(=O)N1CCCCC1 (configuration not stated)	-14	10	2	-1	i	-7	7	-5	-8
O=C(/C=C/c1ccccc1)NC(=O)c1ccccc1O	-1	3	-4	-5	i	-4	-2	-16	-6
Cc1ccc(NC(=O)CSc2n[nH]c(C)c2[N+](=O)[O-])cc1C	4	11	1	1	i	2	2	16	-2
CCc1c(C)c(C#N)c2nc3ccccc3n2c1NCCCN(C)C	10	-9	-4	-16	i	1	-7	13	-5
CCOC(=O)Cn1nnnc1CN(Cc1ccc(OC)cc1)Cc1cc2cc(CC)ccc2[nH]c1=O	3	3	5	-1	i	-7	-5	8	11
CN1CCCC(OC(=O)c2cc(Cl)cc(Cl)c2)C1 (configuration not stated)	0	11	3	0	i	-3	-2	-9	-2

Overlap with the part before: five entries, then new ones.
SMILES	SKN-1 inh	PABP1 MLLE inh	Rin1 Abl inh	eLon inh	Neddylation inh	bovine MsrA act	MT1-MMP act inh	NRP1-CendR mod	FAS TE block
O=C(/C=C/c1ccccc1)NC(=O)c1ccccc1O	-1	3	-4	-5	i	-4	-2	-16	-6
Cc1ccc(NC(=O)CSc2n[nH]c(C)c2[N+](=O)[O-])cc1C	4	11	1	1	i	2	2	16	-2
CCc1c(C)c(C#N)c2nc3ccccc3n2c1NCCCN(C)C	10	-9	-4	-16	i	1	-7	13	-5
CCOC(=O)Cn1nnnc1CN(Cc1ccc(OC)cc1)Cc1cc2cc(CC)ccc2[nH]c1=O	3	3	5	-1	i	-7	-5	8	11
CN1CCCC(OC(=O)c2cc(Cl)cc(Cl)c2)C1 (configuration not stated)	0	11	3	0	i	-3	-2	-9	-2
COCCNc1nnc(SCC(=O)c2ccc3c(c2)OCO3)s1	0	21	0	3	i	-7	-1	2	-6
CCOc1ccc(C(=O)NCc2cccs2)cc1	-19	8	1	1	i	-6	-1	4	-5
COc1ccc(S(=O)(=O)N2CCCC(C(=O)Nc3ccc4c(c3)OCCO4)C2)cc1 (configuration not stated)	7	-1	-2	-6	i	-7	-6	2	12
O=C(CN1CCOCC1)Nc1ccc(Cl)cn1	-21	-5	-2	-3	i	-6	1	3	-3
O=C(Cn1cc(C(F)(F)F)ccc1=O)N1CCN(S(=O)(=O)c2ccccc2)CC1	12	-19	-3	7	i	-1	0	11	-2
CC1(C)CC(NC(=O)COc2ccc(Br)cc2Cl)CC(C)(C)N1	7	0	-2	0	i	4	2	-11	1
CN1CCN(C(=O)CCC(=O)c2ccc(F)cc2)CC1	14	8	2	-1	i	-2	-5	-7	-3
O=C(COC(=O)COc1ccc(Cl)cc1Cl)NC1CCS(=O)(=O)C1 (configuration not stated)	2	0	1	-10	i	-2	-4	-4	-4
CS(=O)(=O)c1ccc(C(=O)N2CCN(S(=O)(=O)c3ccc(C4CCCCC4)cc3)CC2)cc1	7	-29	-4	-1	i	-2	5	3	3
COc1cc(OC)cc(C(=O)Nc2ccc3c(c2)CCCN3C(=O)c2cccs2)c1	-4	-1	0	3	i	-3	11	20	20
Cc1cc(C)c(C#N)c(SCC(=O)Nc2nonc2N)n1	12	2	-1	-7	i	-1	3	-6	3
Cc1nnc(SCc2nc3ccccc3s2)n1N	6	-14	2	9	i	-5	-2	-6	-6
CC1=CCC2C(=O)N(c3ccc(N4CCOCC4)cc3)C(=O)C2C1 (configuration not stated)	-2	11	-1	-6	i	-1	1	-12	-4
Cc1ccc(-c2nn(-c3ccc(F)cc3)cc2C(=O)NCCCN2CCCC2=O)cc1	10	-1	1	-6	i	-3	3	2	-2
Cc1ccc(S(=O)(=O)N2CCOCC2)cc1NC(=O)CSc1nc(N)cc(N)n1	19	-2	1	-4	i	-2	2	-6	-4
O=C(CNC(=O)c1ccc(Br)cc1)c1ccccc1	6	1	-1	11	i	0	-1	6	2
CC(C)C(=O)Nc1ccc(C(=O)Nc2ccc(Br)cc2F)cc1	1	1	4	-4	i	-3	9	-4	-5
Cc1ccccc1Oc1ccc2c(c1)[C@@H]1C[C@H](N(C)C(=O)NC3CCCCC3)[C@H]([C@H](C)O)C(=O)N1CC2	2	-4	-1	0	i	6	5	8	10
CC(=O)Nc1ccc(Oc2cc(C#N)c(C#N)cc2N2CCCCCC2)cc1	26	3	0	-4	i	0	-20	1	34
C=CCn1c(-c2sccc2C)n[nH]c1=S	8	-14	-2	2	i	4	0	13	-8
COC(=O)C=C1CCC2C3CC(F)C4(O)CC(=O)CCC4(C)C3C(=O)CC12C (configuration not stated)	8	2	0	-5	i	-2	0	-1	-9
O=c1c2ccccc2[nH]c(=S)n1CCN1CCc2ccccc2C1	0	-26	-3	-5	i	0	-2	13	-1
CC1=CC(C)(C)N(C(=O)CSc2nnc(N)s2)c2ccccc21	7	-1	1	5	i	-11	4	-8	-8
COc1cccc2c1Oc1ncccc1N(C(=O)CCC(=O)NCc1ccccc1Cl)C2	-7	-1	-2	-2	i	-3	1	8	-5
COc1ccc(CN(C)C(=O)CNC(=O)CNC(=O)c2ccc(Cl)cc2Cl)cc1F	1	2	-3	2	i	-1	3	16	-5
CCN(CC)c1ccc(C(=O)NNC(=O)CCc2nc3ccccc3c(=O)[nH]2)cc1	10	-10	0	-3	i	-3	-3	5	-3
COc1ccccc1C1=Nn2c(nnc2C2CCCCC2)SC1	-3	-50	0	4	i	0	-3	-12	-3
